# Screening results: PubChem, National Center for Advancing Translational Sciences (NCATS)
# p53 reactivation: mutant p53 re-activation in reporter cells; H1299 p53-A138V BP100-luciferase reporter, luminescence, 24 h; AID 504706; Potency, µM (series often up to 92.2 µM), inactives show top-dose activity change, positive = activation, most hits filed as activators; hit rate 0.063% among 320,000; also: potency is read from the fitted curve at half-maximal effect; % of control where 0% means no effect; nearly all actives have a fitted effect of over 45% in size
#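 p53-null H1299 cells stably carrying temperature-sensitive p53-A138V and a BP100-luciferase reporter were pinned with compounds (4-point, 1:5 series) and held 24 hrs at 37 deg C. Luminescence was read 10 min after detection reagent.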
# ELG1 DNA repair: inhibitors of ELG1-dependent DNA repair in HEK293T cells; HEK293T ELG1-luciferase reporter, luminescence, 16 h; DNA damage induced by 5-fluorouridine; Potency, µM (doses to about 46.1 µM), for the others: at the top dose activity change, negative = inhibition, actives largely listed as inhibitors; hit rate 2.3% among 330,000; also: potency is read from the fitted curve at half-maximal effect; % is scaled to controls: 0 for no effect and ±100 for the full control effect; nearly all actives have a fitted effect of over 55% in size
#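 DMSO vehicle served as the neutral condition. Each well held 2,000 cells given 5-fluorouridine plus compound; after 16 hr at 37 °C/5% CO2, ONE-Glo was added and luciferase measured 30 min later.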
# TRPV1 ag: activates the human vanilloid receptor TRPV1; Q8NER1; TRPV1-expressing cells, Fluo-8 calcium influx, agonist mode; activation, % at 8.33 µM; hit rate 0.19% among 320,000; AID 540275; in the data active = activation above about 80%; inconclusive = between about 30% and that limit; also: 0% is about no effect
# Target sequence (Q8NER1 whole entry, looked up): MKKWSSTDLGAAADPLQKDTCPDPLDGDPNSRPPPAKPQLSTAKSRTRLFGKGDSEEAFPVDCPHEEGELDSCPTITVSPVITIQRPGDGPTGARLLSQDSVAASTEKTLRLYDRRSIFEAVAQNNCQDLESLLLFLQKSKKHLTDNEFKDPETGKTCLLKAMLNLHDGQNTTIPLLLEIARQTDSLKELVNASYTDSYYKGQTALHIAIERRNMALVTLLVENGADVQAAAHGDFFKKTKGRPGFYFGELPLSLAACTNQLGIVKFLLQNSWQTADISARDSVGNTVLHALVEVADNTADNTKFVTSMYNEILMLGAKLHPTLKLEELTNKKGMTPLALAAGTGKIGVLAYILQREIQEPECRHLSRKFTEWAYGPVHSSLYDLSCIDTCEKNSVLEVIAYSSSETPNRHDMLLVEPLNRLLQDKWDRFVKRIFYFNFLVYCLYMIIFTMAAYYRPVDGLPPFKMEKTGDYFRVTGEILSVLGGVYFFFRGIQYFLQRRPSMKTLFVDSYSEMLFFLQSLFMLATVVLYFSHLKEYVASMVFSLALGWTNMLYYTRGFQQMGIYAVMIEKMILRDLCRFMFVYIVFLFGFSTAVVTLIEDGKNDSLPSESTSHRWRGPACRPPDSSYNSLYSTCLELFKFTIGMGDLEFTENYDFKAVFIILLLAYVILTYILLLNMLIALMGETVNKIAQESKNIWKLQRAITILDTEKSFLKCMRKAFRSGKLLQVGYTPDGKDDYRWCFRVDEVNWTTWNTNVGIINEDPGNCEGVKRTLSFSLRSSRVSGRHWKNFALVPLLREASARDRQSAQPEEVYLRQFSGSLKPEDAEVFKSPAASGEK
#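 TRPV1-expressing cells were cultured overnight at 35.5C and loaded with Fluo-8 calcium dye for 40 to 90 min at room temperature. After a 10 s baseline, compound was added and calcium influx was read kinetically for 3 min (ex 480/em 520 nm).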
# CXXC DNA block: blocks binding of human MLL CXXC domain to DNA. hit rate 0.037% among 290,000. Potency, µM (titrated, usually from 115 µM), without a hit: at the highest dose activity change, negative = inhibition, most hits filed as inhibitors. MLL-CXXC / FITC-HOXA9 DNA fluorescence polarization. Q03164. AID 2662; active = well fitted inhibition curve with a large enough effect in the polarisation, with a control signal flat, not every such curve was filed as active; inconclusive = small, poorly fitted or top-dose-only effect, or effect the other way, or a change in a side signal; inactive = no such curve, though single readings can be large or run the other way; the % refers to the polarisation; also: potency is read from the fitted curve at half-maximal effect
#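 Purified MLL-CXXC (added from a 7 uM solution) was preincubated 5 min at ambient with pinned compounds in 50 mM Tris-HCl pH 7.5, 50 mM NaCl, 1 mM DTT, 0.05% BSA. Fluorescein-labeled HOX-A9 DNA (50 nM solution) followed, 30 min, then polarization read.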
# TCR activator: activates T cell receptor signaling | 330,000 tested, under 10 active | AID 504894 | Potency, µM (doses to about 9.22 µM), inactives show top-dose activation of IL-2 secretion, actives largely listed as activators | primary human leukocytes, anti-CD3, IL-2 HTRF, 48 h; also: % of control where 0% means no effect
#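 Readout: HTRF IL-2, Eu-cryptate/d2 antibody pair, 320nm excitation, 665nm emission. Stimulus: a-CD3 beads, no co-stimulation. Cells: primary human leukocytes. Exposure: 48 hr with compound.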
# B2AR arrestin: agonists driving beta-arrestin recruitment to human beta2-adrenergic receptor | beta-arrestin recruitment to beta2AR, cell-based reporter | Potency, µM (series often up to 46.1 µM), for the others: at the highest dose activation, usual class: activators | hit rate 0.02% among 330,000 | P07550;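 also: potency is read from the fitted curve at half-maximal effect; 0% = DMSO controls and full agonism = EC100 isoproterenol or metaproterenol; nearly all actives have a fitted effect of over 65% in size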
# PTAP TSG101 blk: blocks PTAP/TSG101 interaction to inhibit HIV-1 budding; 340,000 tested, under 10 active; Potency, µM (top dose mostly 115 µM), for inactives: top-dose activity change, negative = inhibition, hits mostly inhibitors; Fluorescence polarization, FITC-PTAP peptide / Tsg101 binding; active = well fitted inhibition curve with a large enough effect in the main read-out, with a control signal flat, not every such curve was filed as active; inconclusive = small, poorly fitted or top-dose-only effect, or effect the other way, or a change in a side signal; inactive = no such curve, though single readings can be large or run the other way; also: potency is read from the fitted curve at half-maximal effect; % of control where 0% means no effect
#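 Compounds were pin-transferred onto Tsg101 binding domain (10 uM final) in HEPES pH 7.5 buffer, then FITC-PTAP peptide was added at 50 nM final. After 20 min at RT, polarization reported peptide displacement across a qHTS concentration series.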
# A-T KAP1 phos: candidate therapy for ataxia-telangiectasia; AID 485349; Potency, µM (titrated, usually from 57.5 µM), inactives show top-dose activation, hits mostly activators; hit rate 0.19% among 320,000; […] A-T fibroblasts, KAP-1 phosphorylation AlphaLISA; neocarzinostatin DNA damage 30 min before lysis; also: potency is read from the fitted curve at half-maximal effect; % of control where 0% means no effect; nearly all actives have a fitted effect of over 45% in size
#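 hTERT-immortalized A-T patient fibroblasts ([…]), 500 cells/well in OPTI-MEM, 1% FBS, got compounds for 60 min, then NCS for 30 min at 37C. Lysates were then assayed for phospho-KAP-1 by AlphaLISA (anti-pKAP1 donor, anti-KAP1 acceptor beads), 6 hr at 25C.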
# Integrin act MD: activators of alpha7 integrin expression for muscular dystrophy; alpha7betagal myoblasts, beta-gal FDG fluorescence, 48 h; Potency, µM (titrated, usually from 38.3 µM), for the others: top-dose activation, actives largely listed as activators; hit rate 0.064% among 350,000; AID 624291;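 also: potency is read from the fitted curve at half-maximal effect; 100% = response of the positive control SU9516; nearly all actives have a fitted effect of over 60% in size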
#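 alpha7betagal+/- myoblasts (passage 13, 250/well) treated 48 h at 37C with compounds at 1:260 dilution of DMSO stock. Lysed, then beta-galactosidase activity read as FDG fluorescence (ex 480/em 540) after 30 min, with pre-read for autofluorescence.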
# BRCA1 expr up: BRCA1 expression activation | MCF7-BRCA1-FFLuc reporter, luminescence, 48 h; response scale: scaled: vehicle 0%, 10 µM genistein 100% | Potency, µM (doses to about 46.1 µM), inactives show at the highest dose activation, most hits filed as activators | hit rate 1.1% among 380,000; also: potency is read from the fitted curve at half-maximal effect; nearly all actives have a fitted effect of over 80% in size; some results filed as inactive show a strong effect at the top dose
#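 48 h compound treatment of MCF7-BRCA1-FFLuc cells (phenol-red free MEM, 37 °C), then 15 min with luciferase substrate and luminescence imaging.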
# * hit, by the source's call; ? = inconclusive; · = not tested or not shown; & = joins results of further samples; [ ] = remark or other dose. Unless noted, calls follow the shape of the dose curve; as a rule, active = well fitted curve in the direction sought with a large enough effect; inconclusive = small, poorly fitted or top-dose-only effect, or another doubt; inactive = no such curve, though single readings can be large; an effect the other way counts as inactive or inconclusive.
SMILES,p53 reactivation,ELG1 DNA repair,TRPV1 ag,CXXC DNA block,TCR activator,B2AR arrestin,PTAP TSG101 blk,A-T KAP1 phos,Integrin act MD,BRCA1 expr up
O=C1c2ccccc2C(=O)N1CCCCN(C(=O)c1cc2ccccc2oc1=O)c1ccc(Cl)cc1,0%,23µM*,-2,1%,-3%[46.1 µM],-0.9%,0%,-2%,16%,-6%
COC(=O)Nc1nc(Sc2ncc(C(F)(F)F)cc2Cl)n[nH]1,17%,21%,1,-3%,-13%[46.1 µM],-1.0%,-1%,16%,1%,-22%
O=C(CCc1ccc(S(=O)(=O)N2CCOCC2)cc1)N1CCCC1,0%,3%,?,-10%,11%,-0.5%,1%,7%,0%,-1%
Cc1ccc(S(=O)(=O)/N=C(/NC(=S)Nc2c(C)n(C)n(-c3ccccc3)c2=O)c2ccccc2)cc1,-1%,15%,8,15%,-4%,0.4%,0%,7%,-7%,5%
CC(=O)NC(CC(C)C)C(=O)NC(CO)C(=O)NC(CCC(=O)O)C(=O)NC(C)C(=O)NC(CC(C)C)C(N)=O (stereo not given),·,·,·,·,0%,·,-3%,·,-4%,18%
CCCCNCc1cc(Br)c(OCC(=O)NCc2ccccc2)c(OC)c1,-1%,-2%,-1,-7%,3%,-0.3%,-4%,-3%,-47%,-37%
CC(OC(=O)Cc1ccc(Cl)cc1)C(=O)NCCC1=CCCCC1 (stereo not given),-4%,-2%,?,1%,1%[46.1 µM],0.1%,-1%,4%,1%,34%
CN(C)CCOC(=O)c1ccc2c(c1)S(=O)(=O)c1ccccc1C2=O,2%,8%,2,-13%,12%,0.6%,-2%,23%,3%,5%
O=C1CCN(Cc2ccc(O)cc2)CCN1[C@H](CO)Cc1ccccc1,·,0%,6,-1%,-2%,-0.7%,1%,-1%,-3%,-2%
COc1ccc(C(=O)NC(=S)Nc2ccc(Cl)c(C(=O)O)c2)cc1,?,?,2,12%,-9%,0.0%,-2%,4%,-25%,80%
CCN(CC)S(=O)(=O)c1cccc(C(=O)NC(C)C(c2cccs2)N2CCCC2)c1 (stereo not given),0%,14%,9,21%,0%,0.0%,-6%,-1%,-12%,1%
CN(C)c1nnnn1-c1ccc(Oc2ccccc2)cc1,1%,-10%,21,-4%,3%,0.4%,0%,5%,0%,-12%
Cc1c(Cl)cccc1NCC(=O)Nc1ccc(Cl)cc1F,27%,-22%,16,-4%,0%[46.1 µM],5.1%,-2%,8%,32%,-1%
CCN1C[C@@H]2[C@@H]3C(=O)N(C)C(=O)[C@@H]3[C@](C)(C1=O)N2C(=O)c1ccc(F)cc1,·,·,·,·,12%,·,-2%,·,-14%,-18%
COc1ccc(N2C(=O)CC(N3CCN(c4ccccc4OC)CC3)C2=O)cc1 (stereo not given),·,13%,2,2%,-4%,0.6%,-2%,4%,23%,-23%
Cc1cc(C)cc(C(=O)NCC(=O)N2CCC(C(N)=O)CC2)c1,-4%,?,·,·,8%,0.1%,0%,6%,-12%,-2%
COc1cccc(CN(CC(=O)NCc2ccccc2)S(=O)(=O)CCl)c1,3%,-14%,15,·,-10%,0.5%,-1%,10%,-17%,-3%
COc1ccc(C2=CSC3=NCCN23)cc1F,1%,4%,2,3%,3%,0.2%,0%,-15%,16%,17%
COc1cccc(CNC(=O)C2CCN(c3nnc(N4CCCC4=O)s3)CC2)c1,6%,9%,-2,·,-8%,-0.9%,-4%,-5%,-4%,-3%
CNC(=O)c1ccc(Nc2nnc(-c3ccc(C)c(S(N)(=O)=O)c3)c3ccccc23)cc1,-6%,-12%,-1,8%,-5%,-0.8%,-5%,5%,1%,7%
COc1ccc(-n2c(=S)[nH]c3cc(C(=O)N4CCN(c5ccccc5)CC4)ccc3c2=O)cc1,1%,-8%,1,-5%,0%,0.1%,-1%,19%,-13%,-6%
Cc1cc(C)c2nc(/N=C(\N)NC(=O)c3ccccc3)nc(C)c2c1,6%,6%,3,1%,-15%,-0.1%,3%,-7%,-2%,-55%
CC1CCN(Cc2csc(N)n2)CC1,-1%,11%,-2,-4%,-1%,-0.2%,-3%,2%,22%,14%
CS(=O)(=O)c1ccc(C(=O)Nc2cc(-c3ccccc3)nn2-c2ccccc2)cc1,-11%,-19%,10,·,3%,0.0%,·,22%,39%,16%
COc1cc2c(cc1OC)CN(C(=O)CSc1nc(N)c(C#N)cc1C#N)CC2,24%,?,1,50%[activator],-1%,-0.2%,2%,2%,-15%,-10%
Cc1ccccc1-n1c(-c2csc3ccccc23)n[nH]c1=S,3%,-9%,4,14%,0%[46.1 µM],-0.8%,-2%,-9%,19%,-9%
CC(=O)n1cc(N(C(=O)CCl)c2ccccc2)c2ccccc21,-17%,?,-2,-4%,8%,-0.4%,-4%,26%,-60%[inhibitor],-90%
CCn1c(=O)cc(SCC(=O)NCCCN2CCC(C)CC2)c2ccccc21,-2%,?,-3,4%,·,0.5%,-6%,-3%,10%,-42%
COc1ccc(CCNC(=O)CCNC(=O)c2ccco2)cc1,6%,1%,1,10%,-6%,-0.5%,-5%,26%,-19%,7%
CN1CCN(S(=O)(=O)c2ccc(N3CCN(c4ccccc4Cl)CC3)nc2)CC1,22%,11%,-1,·,3%,0.1%,1%,-1%,-28%,3%
Cn1nc(-c2ccc(C(=O)N3CCN(CCO)CC3)cc2)c2ccccc2c1=O,3%,15%,-2,-1%,0%,0.2%,-6%,-2%,18%,-20%
O=C(CNc1ccccc1F)Nc1cc(S(=O)(=O)N2CCCCC2)ccc1Cl,-15%,-22%,13,·,8%,-1.5%,-2%,7%,22%,-25%
Cc1noc(C)c1COc1ccc(C(=O)NCCOc2ccccc2)cc1,?,?,21,·,5%,-0.2%,-1%,-7%,25%,?
O=C(CSc1nnc(CNC(=O)c2ccc(F)cc2)o1)Nc1ccc2c(c1)OCCO2,-5%,0%,-2,-7%,6%,-0.1%,0%,4%,11%,-15%
Cc1ccccc1OCCC(=O)Nc1c(C)n(C)n(-c2ccccc2)c1=O,12%,1%,5,-3%,-3%,-0.5%,-15%,6%,-1%,13%
CCOc1cccc(NC(=O)CC#N)c1,-1%,-2%,-1,0%,-3%,-0.2%,-3%,0%,-17%,-27%
COc1cc(NC(=S)N2CCN(S(=O)(=O)c3ccc(F)cc3)CC2)cc(OC)c1,12%,-24%,?,34%[activator],3%,0.1%,-2%,6%,0%,-3%
CCCCc1cc(=O)oc2cc(C)cc(OCC(=O)Nc3cccnc3)c12,-3%,-8%,26,6%,-5%,-0.7%,-3%,-1%,-2%,-12%
COc1ccc(C(=O)N2CCCC(C(=O)O)C2)c2ccccc12 (stereo not given),1%,0%,0,1%,1%,2.9%,0%,1%,14%,3%
C[C@H](CO)N1C[C@H](C)[C@@H](CN(C)CC2CCCCC2)Oc2c(NS(=O)(=O)c3cccs3)cccc2C1=O,-1%,25%,·,·,0%,-1.6%,·,6%,-8%,-7%
COc1cccc(NC(=O)CN2CCC(C)CC2)c1,9%,?,-3,-17%,-7%,0.4%,1%,-2%,10%,2%[1.84 µM]
COC(=O)c1ccccc1NC(=O)C1CCCN(S(C)(=O)=O)C1 (stereo not given),-3%,-3%,1,2%,-4%,0.1%,-11%,-1%,19%,3%
Cc1nn(C(C)C(=O)NCc2cccs2)c(C)c1[N+](=O)[O-] (stereo not given),-1%,9%,-1,11%,8%,0.2%,-4%,-1%,13%,1%
CCOC(=O)c1nn(-c2ccc(OC)cc2)c(=O)c2c(N)scc12,-1%,1%,-3,17%,1%,-0.5%&-0.2%,-6%,4%&3%,-17%,-32%
COc1ccc(/C(C)=N/OCC(=O)Nc2nc3ccccc3s2)cc1,9%,-2%,-1,3%,0%[46.1 µM],-1.0%,-5%,-1%,6%,-2%
Cc1ccc(NC(=O)C2CCCN2S(=O)(=O)c2ccc3c(c2)n(C)c(=O)c(=O)n3C)c(C)c1 (stereo not given),-1%,5%,1,1%,1%,-1.0%,-2%,-2%,-4%,0%

# Some of the entries above in another layout.
COc1ccc(N2C(=O)CC(N3CCN(c4ccccc4OC)CC3)C2=O)cc1 (stereo not given)
  p53 reactivation = ·
  ELG1 DNA repair = 13%
  TRPV1 ag = 2
  CXXC DNA block = 2%
  TCR activator = -4%
  B2AR arrestin = 0.6%
  PTAP TSG101 blk = -2%
  A-T KAP1 phos = 4%
  Integrin act MD = 23%
  BRCA1 expr up = -23%

Cc1cc(C)cc(C(=O)NCC(=O)N2CCC(C(N)=O)CC2)c1
  p53 reactivation = -4%
  ELG1 DNA repair = ?
  TRPV1 ag = ·
  CXXC DNA block = ·
  TCR activator = 8%
  B2AR arrestin = 0.1%
  PTAP TSG101 blk = 0%
  A-T KAP1 phos = 6%
  Integrin act MD = -12%
  BRCA1 expr up = -2%
